From PubChem
D3 ag: activates the human D3 dopamine receptor | max activation, % | P35462 | D3R DiscoveRx beta-arrestin cells, luminescence, 90 min | hit rate 0.58% among 410,000; in the data active means max activation above about 30%; further: 0% is about no effect; mostly tested at two doses, the higher about 12 µM
Target sequence (P35462 whole entry, looked up): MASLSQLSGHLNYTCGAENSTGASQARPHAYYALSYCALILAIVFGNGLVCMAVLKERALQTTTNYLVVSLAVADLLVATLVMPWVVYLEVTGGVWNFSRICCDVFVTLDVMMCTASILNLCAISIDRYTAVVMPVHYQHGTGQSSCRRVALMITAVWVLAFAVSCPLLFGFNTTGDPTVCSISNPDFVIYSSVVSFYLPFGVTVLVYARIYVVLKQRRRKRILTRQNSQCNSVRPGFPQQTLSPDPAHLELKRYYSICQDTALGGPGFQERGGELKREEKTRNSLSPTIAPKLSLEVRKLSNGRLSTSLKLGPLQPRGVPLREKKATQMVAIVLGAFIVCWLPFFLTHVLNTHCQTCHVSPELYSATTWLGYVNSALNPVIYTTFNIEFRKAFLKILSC
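Agonist mode: compounds and dopamine controls were applied to plated cells for 90 min at 37 degrees C after an overnight attachment at 1500 cells/well. Luminescent read-out followed 30 - 60 minutes at room temperature with DiscoveRx detection reagent.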
DRD3 antagonist: D3 dopamine receptor (human) antagonism | max response, negative = inhibition, % | AID 652054 | P35462 | D3R cells, DiscoveRx beta-arrestin luminescence, antagonist mode; stronger effect = lower value | hit rate 2.5% among 360,000; in the data active means max response below about -50%; inconclusive means no clear call, values can overlap the other calls; further: on the % scale 0 is the no-effect control and ±100 the full control effect; mostly tested at two doses, the higher about 12 µM
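Cells expressing the human receptor were seeded at 1500 cells/well, incubated overnight at 37 degrees C in 5% CO2, then exposed to library compounds with dopamine controls for 90 minutes at 37 degrees C before luminescent detection.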
aSyn yeast inh: rescues yeast growth from alpha-synuclein toxicity | Yeast expressing alpha-synuclein, growth rescue, BacTiter-Glo, 24 h | Potency, µM (titrated, usually from 46.1 µM), inactives show at the highest dose growth rescue (activation), usual class: activators | hit rate 0.14% among 370,000; further: potency means the concentration at half of the fitted maximal effect; % of control where 0% means no effect; nearly all actives have a fitted effect of over 65% in size
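Galactose-induced alpha-syn yeast (OD600=0.02, raffinose-pregrown) + pinned cpd, 24 hr, 30 deg C; growth by BacTiter-Glo luminescence. Growth restoration scores as activation.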
GLP1R ag: activates the human GLP-1 receptor; P43220; HEK293 GLP-1R CRE-luciferase, luminescence, 4-6 h; cells express a hypersensitive GLP-1R form; Potency, µM (doses to about 45.6 µM), without a hit: top-dose activation, hits mostly activators; hit rate 0.007% among 380,000; further: potency means the concentration at half of the fitted maximal effect; % of control where 0% means no effect
Target sequence (P43220 whole entry, looked up): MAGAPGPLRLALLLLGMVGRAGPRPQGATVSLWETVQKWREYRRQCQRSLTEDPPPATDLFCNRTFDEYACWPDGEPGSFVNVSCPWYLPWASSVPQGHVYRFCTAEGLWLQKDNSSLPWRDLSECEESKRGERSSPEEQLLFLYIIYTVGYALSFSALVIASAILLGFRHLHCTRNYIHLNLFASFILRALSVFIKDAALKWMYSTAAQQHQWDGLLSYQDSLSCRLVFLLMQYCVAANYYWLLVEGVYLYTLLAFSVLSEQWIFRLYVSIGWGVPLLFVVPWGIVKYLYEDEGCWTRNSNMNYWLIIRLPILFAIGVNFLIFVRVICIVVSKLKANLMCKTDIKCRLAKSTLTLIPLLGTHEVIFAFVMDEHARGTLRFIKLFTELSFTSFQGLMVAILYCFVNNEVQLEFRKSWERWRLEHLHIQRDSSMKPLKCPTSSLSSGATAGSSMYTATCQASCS
KB-V1 cytotox: kills drug-selected multidrug resistant KB-V1 cells; hit rate 3.4% among 400,000; KB-V1 MDR cells viability, CellTiter-Glo, 72 h; Potency, µM (series often up to 46.1 µM), for inactives: at the top dose activity change, negative = cytotoxicity, usual class: cytotoxic; further: potency means the concentration at half of the fitted maximal effect; on the % scale 0 is the no-effect control and ±100 the full control effect; nearly all actives have a fitted effect of over 60% in size
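KB-V1, DMEM (no phenol red) + 10% FBS; cpd pin-transferred, titration series; 72 h, 37 degrees C; CellTiter-Glo, luminescence. Data normalized, curve-fit.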
PTHR1 ag: activates the human parathyroid hormone receptor PTHR1. Q03431. HEK293 GP2 PTHR1 cells, GloSensor cAMP luminescence, 1 h. Potency, µM (top dose mostly 115 µM), for the others: at the highest dose activation, most hits filed as activators. hit rate 0.075% among 410,000. AID 743266; further: potency means the concentration at half of the fitted maximal effect; nearly all actives have a fitted effect of over 55% in size; some results filed as inactive show a strong effect at the top dose; inactives centre near -15; many of its hits are not listed in these tables
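HEK-293-derived GP2 cells expressing PTHR1 and a GloSensor cAMP reporter, 3,000/well, plated overnight, given luciferin plus IBMX (each 0.5 mM as added) for 1 h at 37 °C, then compound for 1 h at 37 °C. Luminescence was read after 15 min at room temperature.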
HEK293 tox: cytotoxicity counter-screen for GLP-1 receptor inverse agonists. HEK293 cAMP-luciferase reporter cells, luminescence, 24 h. Potency, µM (series often up to 38.3 µM), for the others: top-dose activity change, negative = inhibition, hits mostly inhibitors. hit rate 0.13% among 410,000. AID 624418;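 further: loss of luciferase light is scored as toxicity; potency means the concentration at half of the fitted maximal effect; on the % scale 0 is the no-effect control and ±100 the full control effect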
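Compound-treated cells are incubated 24 hr at 37 deg C under 5% CO2 after a 12 hour attachment period, then luciferase detection reagent is added and luminescence is measured following 12 min at room temperature; lowered signal indicates toxicity.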
GLP1R inv ag: acts as inverse agonist at human GLP-1 receptor. hit rate 1.6% among 410,000. HEK293 GLP-1R CRE-luciferase, luminescence, 24 h; GLP-1R form is constitutively active. P43220. Potency, µM (titrated, usually from 38.3 µM), without a hit: at the top dose activity change, negative = inhibition, hits mostly inhibitors; further: potency means the concentration at half of the fitted maximal effect; on the % scale 0 is the no-effect control and ±100 the full control effect; nearly all actives have a fitted effect of over 55% in size
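Constitutively active GLP-1R drives a cAMP-responsive luciferase in stably transfected HEK293 cells; test compounds are added after overnight (12 h) attachment and left 24 hr, and signal loss in luminescence marks inhibition.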
TDP43 rescue: rescues yeast growth from TDP-43 toxicity; TDP-43 expressing yeast growth rescue, BacTiter-Glo, 24 h; Potency, µM (top dose mostly 46.1 µM), for the others: at the top dose growth rescue (activation), most hits filed as activators; hit rate 1.8% among 410,000; further: potency means the concentration at half of the fitted maximal effect; % of control where 0% means no effect; nearly all actives have a fitted effect of over 50% in size
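Yeast cells expressing TDP-43 under galactose induction are exposed to compounds for 24 hr at 30 deg C. BacTiter-Glo luminescence measures growth, so protective compounds score as activators.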
The depositor's hits bear a star; i = inactive; ? = inconclusive; / = not tested or not shown; [ ] = remark or other dose. Unless noted, the call rests on the fitted dose curve; in most records, active means well fitted curve in the direction sought with a large enough effect; inconclusive means small, poorly fitted or top-dose-only effect, or another doubt; inactive means no such curve, though single readings can be large; an effect the other way counts as inactive or inconclusive. A portion of the library. The share of hits here may be higher or lower than overall.

SMILES	D3 ag	DRD3 antagonist	aSyn yeast inh	GLP1R ag	KB-V1 cytotox	PTHR1 ag	HEK293 tox	GLP1R inv ag	TDP43 rescue
O=C(c1ccccc1)N1CCCC(C(=O)N2CCCCCC2)C1 (stereo not drawn)	2.1	-13.9	-0.7%	0.0%	20.6µM*	-20.2%[57.5 µM]	1.8%	1.4%	-11.7%
COc1ccc(CN(C(=O)c2snc(C(N)=O)c2N)C(C(=O)NC(C)(C)C)c2ccco2)cc1 (stereo not drawn)	5.4	5.3	1.1%	0.8%	-11.4%	-25.3%	-21.8%	4.7%	-11.1%
COc1ccc(S(=O)(=O)N2CCCCC2)cc1NC(=O)CCNC(=O)c1ccco1	7.4	19.6	-1.6%	5.3%	-17.9%	-2.4%	8.5%	14.4%	-23.2%
Cc1c(O)ccc2c(CC(=O)N[C@@H](Cc3c[nH]c4ccccc34)C(=O)O)cc(=O)oc12	3.7	0.4	-0.4%	-1.8%	0.0%	i	239.7%[activator]	1.4%	-4.0%
CC(C)COc1cccc(-c2cc(C(=O)Nc3ccon3)c3ccccc3n2)c1	14.4	44.8	-3.7%	8.4%	-17.5%	-22.6%	-1.3%	?	-21.4%
Cc1c(Br)c([N+](=O)[O-])nn1C(C)C(=O)NCc1cccs1 (stereo not drawn)	-32.8	-18.3	1.4%	-0.7%	-7.9%	i	4.2%	-0.1%	0.0%
CCc1nnc(NC(=O)C2=CCN(S(=O)(=O)c3ccccc3)CC2)s1	3.4	3.2	6.1%	-5.3%	?	-28.8%	-2.9%	17.2%	4.9%
COc1ccccc1NS(=O)(=O)c1cc(-c2cnc(C3CC3)o2)ccc1C	5.3	19.4	5.0%	22.4%	?	-10.0%	-21.5%	?	?
O=C(O)C(c1ccccc1)N1C(=O)/C(=C\c2ccc(-c3cccc(Cl)c3)o2)SC1=S (stereo not drawn)	-2.4	6.1	10.8%	-4.5%	3.2%	i	-22.3%	?	10.4%
COc1ccccc1NC(=O)CNC(c1ccccc1)c1ccccc1	5.9	8.8	0.6%	13.5%	30.2%	i	4.4%	?	0.1%
COC(=O)C(C)(C)ONC(=O)Nc1ccccc1[N+](=O)[O-]	14.9	15.7	1.9%	12.8%	1.1%	i	-5.4%	8.6%	14.5%
COc1ccc(NC(=O)c2ccc[n+]([O-])c2)cc1	4.8	-14.7	-2.2%	2.5%	0.0%	i	6.8%	19.8%	7.8%
COc1cccc(CC(=O)Nc2ccc(-c3nc4ccccc4s3)cc2)c1	-15.2	/	/	/	-16.8%	-43.1%[inhibitor]	13.8%	5.2%	-14.7%
O=C(COC(=O)/C=C/c1cccc(F)c1)NC1CCCCC1	0.6	13.5	-0.1%	0.4%	11.4%	i	6.2%	6.9%	15.4%
CCSc1nnc(NC(=O)CSc2nnc(Cc3cccn3C)n2-c2ccc(F)cc2)s1	-1.5	-21.7	0.0%	-2.6%	16.4µM*	i	1.6%	-7.1%	16.2%
CCc1ccc(CNC(=O)CSc2cc(=O)n(C)c3ccc(Cl)cc23)cc1	-13.7	/	/	1.0%	10.8%	-16.7%	1.3%	-1.0%	10.8%
NS(=O)(=O)c1ccc(NC(=O)COC(=O)Cc2c[nH]c3ccccc23)cc1	-6.6	-3.8	-2.9%	-6.6%	15.4%	-3.9%	-5.8%	-22.1%	-5.1%
O=C(COc1ccc([N+](=O)[O-])cc1)Nc1ccc(N2CCN(C(=O)c3ccco3)CC2)cc1	8.2	25.6	-2.9%	-2.8%	2.0%	i	-8.5%	18.2%	-17.0%
Cc1cc2c(NC(=O)Nc3ccc(C(C)(C)C)cc3)cccc2nn1	-4.5	-21.9	-6.7%	8.2%	-21.4%	-39.4%[inhibitor]	-18.5%	?	3.1%
O=C(Nc1ccc(NC(=O)c2ccco2)c(Cl)c1)c1ccccc1	1.0	0.6	-10.8%	14.8%	-1.1%	-36.8%	-14.3%	11.5%	-2.6%
C/C(=N/NC(=O)CNC(=O)c1ccncc1)c1ccco1	-5.7	-23.8	-0.9%	1.3%	20.3%	i	3.6%	2.2%	-17.1%
CC(C)COC(=O)N1CC(O)CC1C(=O)O (stereo not drawn)	-1.0	4.0	/	0.2%	12.5%	i	3.4%	1.4%	3.2%
CSc1ccccc1NC(=O)CN(Cc1ccccc1)S(C)(=O)=O	-1.1	21.6	4.5%	0.0%	20.6µM*	i	-14.0%	-0.6%	10.7%
CN1CCCC1CCNC1C2CC3CC(C2)CC1C3 (stereo not drawn)	-7.2	-21.4	-1.7%	-1.5%	-27.2%	?	?	-8.9%	-31.5%
CCCNC(=O)C(CC)NS(=O)(=O)c1ccc(OC)cc1 (stereo not drawn)	-5.4	-6.0	-1.5%	-9.0%	-26.2%	i	8.2%	0.0%	-16.3%
O=C(c1ccccc1)N1CCCCC(S(=O)(=O)c2ccc3ccccc3c2)C1=O (stereo not drawn)	2.4	14.7	12.6%	0.3%	0.8%	i	-2.7%	-18.2%	-3.0%
CN(c1ccc(C(=O)N2CCCCC2)cc1)S(C)(=O)=O	0.2	-14.9	0.9%	-2.7%	-11.1%	1.4%[57.5 µM]	2.9%	0.0%	-23.3%
Cc1cc(NC(=O)c2c([N+](=O)[O-])cnn2C)no1	11.3	-4.7	1.7%	7.9%	0.0%	?	2.2%	4.6%	-1.0%
COCCn1c(=S)[nH]c2cc(C(=O)NCC3CCCO3)ccc2c1=O (stereo not drawn)	-25.4	?	-1.1%	6.2%	-22.2%	?	3.2%	-4.5%	-24.9%
CC1=C(C(=O)N2CCOCC2)CC(CC(=O)NCc2cccc3ccccc23)C(=O)N1Cc1ccc(C(C)(C)C)cc1 (stereo not drawn)	-3.9	-27.5	4.7%	-1.2%	?	-12.5%	-8.4%	?	22.9%
Cc1cccc(NC(=O)CN2C(=O)c3ccccc3Sc3ncccc32)c1C	-4.6	/	/	-0.6%	-3.4%	-10.9%	-11.1%	10.0%	10.4%
Cc1c(C(=O)NCc2ccc([N+](=O)[O-])cc2)sc(=O)n1Cc1ccc2c(c1)OCO2	1.6	-26.1	-5.5%	-3.0%	14.6µM*	i	-0.7%	-12.0%	1.7%
COc1ncc(-c2ccc(N3C(c4ccsc4)=Cc4ccc(F)cc4C3CC(=O)c3ccco3)cc2)cn1 (stereo not drawn)	3.4	20.4	2.0%	-2.3%	-14.1%	-7.9%	2.9%	-3.2%	0.0%
Cn1c(=O)c2nc(NCc3ccccc3)sc2n(C)c1=O	-2.1	13.2	0.9%	10.2%	2.0%	i	-5.1%	7.5%	-20.1%
C[C@H](CO)N1C[C@H](C)[C@H](CN(C)C(=O)Nc2ccc(F)cc2)OCc2ccccc2-c2c(n(C)c3ccccc23)C1=O	-7.1	-28.2	-0.5%	-1.1%	0.0%	-25.6%	-21.5%	10µM*	9.6%
Cc1nnsc1-c1nnc(SCC(=O)c2ccc(F)cc2)n1C1CC1	-26.9	-13.6	-2.0%	5.6%	-0.5%	-9.2%	1.8%	-4.3%	-16.1%
O=C(c1ccco1)N1CCN(C(=S)Nc2ccccc2Cl)CC1	1.5	17.5	-0.5%	-8.1%	/	-23.1%	10.2%	-4.5%	19.8%
CC(C)(C)C(=O)Nc1cc2c3c(c1)CCC(=O)N3CCC2	0.9	19.3	0.6%	2.3%	18.9%	i	-5.1%	32.3%[activator]	20.2%
CC1CCC(O)(C(C(=O)O)c2ccccc2)CC1 (stereo not drawn)	12.3	-4.6	23.4%	-1.6%	9.6%	-3.2%	-4.6%	-4.3%	1.6%
Cc1cnccc1CN(C)Cc1nc(Cc2ccccc2Cl)no1	20.2	15.4	-4.9%	10.3%	9.2µM*	-24.7%	-2.3%	?	-13.3%
Cc1ccccc1OCCCN1CCCC1	-43.9	-59.8*	-0.5%	-5.9%	?	-0.5%[57.5 µM]	-3.0%	0.0%	12.6%
COc1ccccc1C(=O)CC(=O)C(=O)Nc1cccc([N+](=O)[O-])c1C	0.5	2.2	?	-2.3%	?	-36.1%[inhibitor]	-7.8%	-33.9%	-9.6%
CCc1ccc(Oc2coc3cc(OC(=O)c4cc5ccccc5oc4=O)ccc3c2=O)cc1	-9.7	-21.6	-11.8%	-6.9%	-17.7%	i	15.0%	11.1%	1.1%
CCCOc1ccc(CNC(=O)CCCn2ncn3c(cc4sc(CC)cc43)c2=O)cc1	19.2	/	/	/	/	-4.9%	5.4%	10.9%	15.6%
O=C(CN1C(=O)NC2(CCCCC2)C1=O)NC1CCCc2ccccc21 (stereo not drawn)	-4.7	-17.9	-0.1%	18.1%	-10.5%	i	-1.8%	10.0%	3.9%
CCn1ccnc1CN1CCCC(C(=O)c2ccc3c4c(cccc24)CC3)C1 (stereo not drawn)	-16.0	-21.0	11.0%	0.2%	-16.4%	-18.2%	?	11.2µM*	-7.3%
CC(=O)Nc1ccc(S(=O)(=O)Nc2nnc(C)s2)cc1	-5.2	-19.9	-7.4%	-2.7%	-14.6%	i	3.7%	18.8%	0.7%
CCCCn1c(N)c(N(CC(C)C)C(=O)c2oc3c(Cl)cccc3c2C)c(=O)[nH]c1=O	3.0	5.8	-1.0%	13.5%	19.1%	i	-2.9%	29.3%	0.4%
Nc1c(C(=O)Nc2ccccc2)nnn1-c1ccc2c(c1)OCCO2	8.3	1.0	-9.6%	5.5%	?	-28.4%	?	?	22.2%
O=C(Nc1ccc(Br)cc1F)c1sccc1-n1cccc1	4.7	12.4	-4.5%	17.4%	-5.4%	-17.9%[57.5 µM]	-5.2%	?	1.9%
